APJ ag: agonists of human APJ apelin receptor | CHO-K1 APJ PathHunter beta-arrestin, luminescence; 0% DMSO wells, 100% apelin | P35414 | activation, % at 20 µM | 330,000 tested, 0.11% active;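 active means activation more than six SD over the plate average, tested at 20 µM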;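 further: 0% = DMSO alone and 100% = apelin-13 at 10 nM; some results filed as inactive read as strong as hits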
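Material: CHO-K1 APJ beta-arrestin complementation cell line; Input: cell density 1000 per well; Incubation: compound stimulation 90 min at 25 °C, detection 60 min; Signal: luminescence from split beta-galactosidase complementation, Galacton Star/Emerald II substrate; Controls: DMSO-only wells as negative, 10 nM Apelin-13 as positive control.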
CXCR6 block: CXCR6 (human) receptor inhibition; CHO-K1 PathHunter CXCR6 beta-arrestin, luminescence; inhibition, % at 20 µM; 360,000 tested, 0.36% active; in the data active means inhibition above about 34%, passing the limit was not always enough;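 further: antagonist mode with CXCL16 agonist at 10 nM final; 0% = 10 nM CXCL16 with DMSO and 100% = unstimulated wells without agonist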
APJ antagonist: blocks the human apelin receptor APJ. P35414. CHO-K1 APJ beta-arrestin complementation, luminescence. inhibition, % at 20 µM. 330,000 tested, 0.32% active. AID 2521;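 active means inhibition above about 40% at 20 µM, limit read from the data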;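 further: cells challenged with 10 nM apelin-13 agonist together with compound; plate controls were apelin-13 plus DMSO wells for no effect and DMSO wells lacking apelin-13 for full effect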
ATG4B inh: blocks human ATG4B protease cleavage of LC3 substrate; 340,000 tested, 0.51% active; Q9Y4P1; ATG4B cleavage of LC3-PLA2, NBD-HPC fluorescence, 1 h; AID 504462; inhibition, % at 8.33 µM; in the data active means inhibition above about 40%
Target sequence (Q9Y4P1 whole entry, looked up): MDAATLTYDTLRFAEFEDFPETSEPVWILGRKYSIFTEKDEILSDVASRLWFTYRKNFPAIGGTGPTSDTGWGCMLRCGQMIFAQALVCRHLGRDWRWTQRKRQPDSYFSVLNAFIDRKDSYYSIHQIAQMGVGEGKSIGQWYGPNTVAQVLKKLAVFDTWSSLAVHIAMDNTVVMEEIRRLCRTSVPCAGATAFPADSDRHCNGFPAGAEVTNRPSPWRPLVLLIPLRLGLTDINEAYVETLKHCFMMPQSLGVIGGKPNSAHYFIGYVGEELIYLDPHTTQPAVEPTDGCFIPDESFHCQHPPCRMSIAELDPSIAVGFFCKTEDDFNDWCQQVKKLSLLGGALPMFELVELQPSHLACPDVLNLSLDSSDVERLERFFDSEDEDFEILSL
Gli-Sufu antag: blocks Gli-Sufu signaling in a luciferase reporter; Sufu-KO-LIGHT fibroblasts, Gli luciferase reporter luminescence; inhibition, % at 5 µM; 340,000 tested, 0.74% active; AID 588413;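 active means inhibition above about 55%, limit read from the data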;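 further: 0% = DMSO-treated cells and 100% = wells with medium but no cells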
UBC13 inh: blocks human UBC13 polyubiquitin chain formation; inhibition, % at 20 µM; TR-FRET; AID 485273; 330,000 tested, 0.47% active; P61088; in the data active means inhibition above about 45%, passing the limit was not always enough
Target sequence (P61088 whole entry, looked up): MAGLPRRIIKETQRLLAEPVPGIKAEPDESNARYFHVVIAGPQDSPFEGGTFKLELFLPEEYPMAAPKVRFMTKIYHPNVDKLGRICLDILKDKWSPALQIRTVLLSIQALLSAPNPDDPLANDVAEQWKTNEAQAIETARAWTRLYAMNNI
CCR6 antagonist: CCR6 (human) receptor antagonism. P51684. CHO-K1 CCR6 PathHunter beta-arrestin, luminescence, CCL20-stimulated. inhibition, % at 20 µM. 340,000 tested, 0.49% active. AID 493098;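 active means compounds whose inhibition of the agonist-driven luminescence signal at 20 µM reaches about 50%, limit read from the data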;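 further: cells stimulated with CCL20 at 14 nM final; plate controls were DMSO with CCL20 for no effect and DMSO without agonist for full effect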
Target sequence (P51684 whole entry, looked up): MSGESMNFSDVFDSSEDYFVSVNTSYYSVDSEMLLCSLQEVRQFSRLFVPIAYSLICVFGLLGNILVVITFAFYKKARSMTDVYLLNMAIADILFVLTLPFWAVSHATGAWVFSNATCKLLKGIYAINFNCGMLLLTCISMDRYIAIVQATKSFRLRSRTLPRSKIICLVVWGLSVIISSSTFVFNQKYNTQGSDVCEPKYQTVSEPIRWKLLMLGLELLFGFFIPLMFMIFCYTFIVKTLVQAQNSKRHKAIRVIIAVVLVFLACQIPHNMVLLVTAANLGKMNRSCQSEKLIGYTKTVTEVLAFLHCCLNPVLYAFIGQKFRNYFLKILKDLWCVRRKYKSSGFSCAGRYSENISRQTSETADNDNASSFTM
EBI2 antag: EBI2 (human) antagonism. P32249. EBI2 beta-arrestin recruitment, luminescence, 7a,25-OHC stimulated. inhibition, % at 5 µM. 360,000 tested, 0.81% active. AID 651636; in the data active means inhibition above about 38%;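 further: enzyme fragment complementation signal reports receptor beta-arrestin coupling in cells; 0% = agonist plus DMSO wells and 100% = wells without agonist; some results beyond the cut were filed as inactive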
* marks the source's active call; other numbers are inactive results; / = not tested or not shown.

SMILES | APJ ag | CXCR6 block | APJ antagonist | ATG4B inh | Gli-Sufu antag | UBC13 inh | CCR6 antagonist | EBI2 antag
CCC(C)(C)NC(=O)COc1ccc(OCc2ccccc2)cc1 | 1 | 2 | -22 | 0 | -4 | 0 | -3 | 2
O=C(NCCn1cc(SCc2ccccc2F)c2ccccc21)c1c(F)cccc1F | 0 | -4 | -26 | -4 | -7 | 8 | 1 | -1
Cc1ccccc1CN1CCN(CC(=O)NCc2ccc3c(c2)OCO3)C1=O | -4 | 4 | 16 | -2 | 0 | -3 | 5 | -3
CN(C)/C=N/c1c(C#N)cnn1-c1ccc(C(F)(F)F)cn1 | -2 | -4 | -14 | 1 | 0 | -3 | -8 | -9
CN(C)c1nnnn1Cc1ccccc1 | -2 | 8 | -9 | -14 | -7 | 8 | 11 | -5
COCCNC(=O)Cn1c(=O)n(C)c2ccccc21 | -5 | -5 | -2 | -5 | -1 | 11 | 3 | -31
CCOC(=O)c1c(NC(C)=O)sc2c(OC(C)=O)cccc12 | 2 | 3 | 6 | -9 | 4 | 11 | -3 | -10
COC(=O)[C@@H](Cc1ccccc1)NC(=O)NCCc1ccc(OC)c(OC)c1 | -3 | 2 | 8 | 4 | 9 | -2 | 3 | -2
O=C(c1ccccc1-c1ccccc1)N1CCCC1 | -1 | 1 | 5 | -4 | -16 | 1 | 5 | 14
Cc1ccc(SCc2cc(=O)[nH]c(Nc3nc(C)c4ccc(C)cc4n3)n2)cc1 | -4 | 22 | 2 | -15 | 1 | -16 | 19 | 14
COc1cc(SC#N)ccc1N=Cc1c(C)[nH]n(-c2ccc(C)cc2C)c1=O | -1 | 9 | -9 | -26 | 12 | -10 | -4 | 31
CN1CCN(S(=O)(=O)c2cccc3nsnc23)CC1 | -1 | 7 | 15 | -8 | 9 | -4 | 8 | -8
CCOC(=O)COc1cc2c3c(c(=O)oc2cc1C)CCCC3 | -4 | 5 | 19 | 7 | 6 | 6 | 11 | 24
CCOC(=O)C1CCCN(C(=O)c2cccc(N3C(=O)c4ccccc4C3=O)c2)C1 (centres undefined) | -2 | 5 | -4 | -6 | -1 | -10 | 9 | 9
Cc1c(NC(=O)[C@@H](NC(=O)c2ccc(Cl)c([N+](=O)[O-])c2)C(C)C)c(=O)n(-c2ccccc2)n1C | -6 | -5 | 9 | 3 | 0 | -16 | -8 | -1
COc1ccc(-n2nc(C(=O)NCC(=O)NC3CCCC(C)C3C)c3ccccc3c2=O)cc1 (centres undefined) | -3 | 1 | 17 | 17 | 7 | 15 | 15 | 10
COc1ccccc1NS(=O)(=O)c1cc(NC(=O)c2ccc(Cl)nc2)ccc1N1CCCC1 | 0 | 3 | -3 | -5 | -1 | -21 | 11 | 14
CC(=O)N(CN1C(=O)c2ccccc2C1=O)c1ccccc1 | -6 | -1 | -4 | -3 | 0 | 6 | -3 | -3
O=C(NCc1ccccc1)C(c1ccccc1)N(C(=O)c1csnn1)C1CCCC1 (centres undefined) | -3 | 8 | 3 | -9 | 29 | 3 | 27 | -6
Cc1cc(C)n(-c2cccc(CN(C)Cc3nc(-c4cnccn4)no3)c2)n1 | 0 | 0 | 6 | -30 | -12 | 22 | -14 | 7
COC(=O)COc1ccc(-n2cnnn2)cc1 | 2 | -3 | 19 | 3 | -20 | 0 | 13 | 3
CCOC(=O)CC1C(=O)NCCN1C(=O)COc1ccc(C(C)(C)C)cc1 (centres undefined) | -5 | 1 | -6 | 0 | 17 | -2 | 15 | -3
O=C(O)c1cc(NS(=O)(=O)c2ccc3ccccc3c2)ccc1O | -2 | 0 | 14 | -1 | -3 | -1 | 3 | -7
CCOC(=O)c1cnn(CCOC(=O)c2ccccc2F)c1NC(=O)c1ccccc1F | -1 | 0 | -2 | 6 | 7 | -7 | 13 | -5
CCCCNC(=O)CN1C(=O)C(CC)Oc2ccc(Cl)cc21 (centres undefined) | -1 | -6 | 12 | 22 | 8 | 0 | 1 | 8

Remaining list, next part
SMILES | APJ ag | CXCR6 block | APJ antagonist | ATG4B inh | Gli-Sufu antag | UBC13 inh | CCR6 antagonist | EBI2 antag
CCCC(=O)NNc1cc(=O)c2c(=O)n(C)c(=O)n(C)c2[nH]1 | -3 | -6 | 12 | -12 | 2 | 0 | 0 | 5
CC1=NN(S(=O)(=O)c2ccc(Cl)cc2Cl)C(=O)c2ccccc2O1 | -2 | 11 | 29 | -7 | 24 | -2 | 14 | -8
c1ccc(CCCc2nc(-c3ccccn3)no2)cc1 | -3 | 0 | 3 | 2 | -44 | -3 | 10 | -11
COc1ccc(OC)c(-c2cc(C(=O)N/N=C/c3ccc(F)cc3)c3ccccc3n2)c1 | 2 | 6 | 11 | -26 | 4 | -2 | 16 | 14
CCOC(=O)c1oc2ccc(S(=O)(=O)Nc3ccc4c(c3)n(C)c(=O)n4C)cc2c1C | -1 | -7 | -6 | -16 | 46 | 6 | -3 | 2
CCCC(C)C(=O)Nc1ccc(F)c(Cl)c1 (centres undefined) | -1 | 2 | 2 | -11 | -2 | -7 | 6 | 1
O=C(Cc1cccc2ccccc12)Nc1c(F)cccc1F | -4 | -6 | 8 | 0 | -5 | 8 | 14 | 2
Cc1occc(=O)c1OC(=O)Nc1ccccc1 | -3 | -2 | 18 | -4 | -32 | 8 | -20 | -4
Nc1c(S(=O)(=O)c2ccccc2)c2nc3ccccc3nc2n1CCN1CCOCC1 | -3 | 1 | 6 | -11 | 11 | 2 | -4 | 4
C#CCOCCOCCOCCNc1nc(N2CCN(C(=O)C([C@@H](C)CC)n3cc(C(N)Cc4ccc(O)cc4)nn3)CC2)nc(N2CCN(C(=O)[C@H](CCC(=O)O)n3cc(C(N)CC(C)C)nn3)CC2)n1 (some centres undefined) | -3 | 3 | 7 | -2 | -11 | 3 | 0 | 6
COc1ccc(OC)c(S(=O)(=O)N2CCC(C(=O)Nc3cc(C)ccc3C)CC2)c1 | 5 | 4 | 0 | -4 | -2 | -7 | 15 | -1
COc1cc(C)c(CN2CCC(Oc3ccc(C(=O)N4CCCC4)cc3)CC2)cc1C | 4 | -14 | -2 | 21 | 34 | 3 | 19 | -9
CC1CC(C)CN(C(=O)C2CCN(S(=O)(=O)c3cccs3)CC2)C1 (centres undefined) | -3 | 11 | 8 | 4 | -1 | 2 | 4 | -3
O=C(NCc1n[nH]c(=S)n1-c1ccccc1)c1ccc(S(=O)(=O)N2CCCCC2)cc1 | -3 | -8 | -3 | -10 | 1 | 0 | -15 | -17
CN(C)CC(=O)c1ccc(-c2ccccc2)cc1 | -11 | 9 | 46* | -2 | 5 | 8 | 30 | 0
O=C(CSc1nnnn1-c1ccccc1)Nc1ccccc1 | -4 | -2 | 7 | 2 | -11 | 5 | 25 | 2
CCOC(=O)C1=C(C)N(c2ccccc2)C(=O)C1 | -1 | -1 | 11 | 1 | 76* | -14 | -6 | -7
Cc1ccc(S(=O)(=O)Nc2cccc(-c3ccc(N4CCCCCC4)nn3)c2)c(C)c1 | -2 | -1 | 3 | 3 | -18 | -1 | -2 | -8
COC(=O)c1ccc(N2CCN(C)CC2)c(NC(=O)c2cccs2)c1 | -4 | 0 | -2 | -6 | -2 | 3 | 20 | -5
CC(NC(=O)c1cc2ccccc2o1)c1cccs1 (centres undefined) | 1 | 3 | -4 | -7 | -6 | 3 | 2 | -7
CCC(=O)Nc1cccc(C2=NOC3(C2)C[C@@H](C(N)=O)N(C(=O)c2cc([N+](=O)[O-])cc([N+](=O)[O-])c2C)C3)c1 (some centres undefined) | 25 | -25 | -19 | -9 | -2 | -6 | -8 | -25
CCOC(=O)C1=C(O)/C(=C\c2ccc(CNS(=O)(=O)c3ccc(Br)cc3)o2)N=C1C | -4 | 17 | 3 | -9 | -1 | -25 | 6 | 6
Cc1ccc(S(=O)(=O)N(Cc2cc3ccccc3[nH]c2=O)c2cccc(C)c2)cc1 | -3 | 7 | 0 | 2 | -12 | 15 | 22 | 10
Cc1ccsc1C(=O)OCC(=O)c1cc(C)n(C)c1C | 0 | -1 | 2 | 12 | -40 | 3 | -2 | -3
CCOC(=O)[C@H]1[C@H]2COc3ccc(Cl)cc3[C@@H]2N2C(=O)CN(Cc3ccc(OC)cc3)C(=O)[C@@]12C | 0 | 7 | 9 | -21 | 7 | -7 | 0 | 7

Five records drawn at random from those above:
SMILES | APJ ag | CXCR6 block | APJ antagonist | ATG4B inh | Gli-Sufu antag | UBC13 inh | CCR6 antagonist | EBI2 antag
Cc1occc(=O)c1OC(=O)Nc1ccccc1 | -3 | -2 | 18 | -4 | -32 | 8 | -20 | -4
CC(NC(=O)c1cc2ccccc2o1)c1cccs1 (centres undefined) | 1 | 3 | -4 | -7 | -6 | 3 | 2 | -7
Cc1ccc(S(=O)(=O)Nc2cccc(-c3ccc(N4CCCCCC4)nn3)c2)c(C)c1 | -2 | -1 | 3 | 3 | -18 | -1 | -2 | -8
CCC(=O)Nc1cccc(C2=NOC3(C2)C[C@@H](C(N)=O)N(C(=O)c2cc([N+](=O)[O-])cc([N+](=O)[O-])c2C)C3)c1 (some centres undefined) | 25 | -25 | -19 | -9 | -2 | -6 | -8 | -25
CC1=NN(S(=O)(=O)c2ccc(Cl)cc2Cl)C(=O)c2ccccc2O1 | -2 | 11 | 29 | -7 | 24 | -2 | 14 | -8

(further entries)
SMILES | APJ ag | CXCR6 block | APJ antagonist | ATG4B inh | Gli-Sufu antag | UBC13 inh | CCR6 antagonist | EBI2 antag
Cn1c(CCN2CCCCC2)nc2cc(NC(=O)COc3ccccc3)ccc21 | 1 | -4 | -4 | -4 | 5 | 6 | 9 | 3
OCC1CCCCN1C(=S)NCc1ccco1 (centres undefined) | -2 | -1 | 3 | -12 | 0 | -15 | 3 | 0
CC[C@@H]1C=C(C(=O)O)[C@H](c2ccc(C#N)cc2)N1S(=O)(=O)c1ccc(C)cc1 | -1 | 10 | 19 | 1 | -4 | 2 | -4 | 0
COc1ccccc1-c1cc(-c2ccc(C)cc2)nc(SCc2nnc(-c3ccccc3)o2)c1C#N | -3 | 7 | 9 | -4 | 15 | 17 | 1 | -7
Cc1cccc(-c2nsc(SCC(=O)Nc3cc(C)on3)n2)c1 | 2 | -1 | -17 | 0 | -8 | -9 | 5 | -2
COc1cc(-c2nc3ccc4ccccc4c3c3c2CCC3)cc(OC)c1OC | 4 | 0 | 0 | -22 | 3 | 3 | 3 | 28
Cc1ccccc1C(=O)NC1CCN(CC(=O)NCc2ccc(F)cc2)CC1 | 0 | 3 | -16 | -6 | 13 | -2 | 16 | 4
COc1cc(-c2ccc3c(=O)c4ccccc4n(C)c3c2)cc(OC)c1OC | 13 | 1 | 7 | -20 | 27 | 11 | 1 | -38
CC1(c2ccccc2)C(C#N)C(=O)NC(=O)C1C#N (centres undefined) | / | 8 | / | 3 | 8 | / | -5 | 3
CC1CN(C(=O)CSc2nc(-c3ccccc3)cs2)CC(C)O1 (centres undefined) | 1 | 0 | 36 | 1 | / | 6 | 10 | -6
Cc1nc(NC(=S)NC(=O)c2cccs2)ccc1Br | -4 | 1 | 34 | -5 | -5 | -6 | 19 | -12
COc1ccc(C(CNC(=O)COc2cccc(C(F)(F)F)c2)N2CCCC2)cc1 (centres undefined) | -4 | 5 | 12 | -7 | 10 | 16 | 11 | -2
O=C(CSc1nnc(-c2ccc(F)cc2)o1)Nc1ccc(S(=O)(=O)N2CCCC2)cc1 | -5 | 2 | 10 | -7 | 3 | 11 | 7 | -1
Cc1ccc(-n2ncc3c(NCc4ccco4)ncnc32)cc1C | 1 | 3 | -30 | -11 | -3 | -7 | -3 | -2
CCn1nnc(-c2ccccc2NS(=O)(=O)c2ccc(S(=O)(=O)N(C)C3CCCCC3)cc2)n1 | -2 | -4 | 14 | 0 | 2 | 6 | 15 | 21
CC(=O)N(Cc1ccc2c(c1)OCO2)C1CC(=O)N(CCc2ccccc2)C1=O (centres undefined) | -2 | 3 | 0 | -14 | 0 | 8 | -10 | -3
CCN(CC)S(=O)(=O)c1ccc(N2CCOCC2)c(NC(=O)COc2ccc(OC)cc2)c1 | 0 | 4 | -6 | -11 | 4 | 9 | 16 | 16
Cc1cc(C)nc(Sc2ccc3nnnn3n2)n1 | 5 | -3 | 0 | 19 | -3 | -4 | 5 | 6

Source: PubChem (Sanford-Burnham Center for Chemical Genomics)
